pPAFAH inh: pPAFAH (human) enzyme inhibition. Q13093. recombinant pPAFAH, FP-rhodamine probe fluorescence polarization. inhibition, % at 3.39 µM. 1.5% of 330,000 active;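 active = inhibition above the mean inhibition across the screen plus 3 SD, cut at about 25% in these data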;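 note: inhibitors block binding of the rhodamine activity-based probe so polarization drops; 0% = enzyme with DMSO and 100% = wells lacking pPAFAH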
PAFAH1B2 inh: blocks human PAF acetylhydrolase 1b catalytic subunit 2; P68402; inhibition, % at 3.39 µM; recombinant PAFAH1B2, FP-rhodamine activity probe, fluorescence polarization; 1.2% of 340,000 active;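 active = inhibition above the mean of all tested compounds plus 3 SD, cut at about 24% in these data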;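 note: 0% = enzyme with DMSO and 100% = wells lacking PAFAH1B2; many of its hits are not listed in these tables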
LYPLA2 inh: LYPLA2 (human) inhibition in PME1 counter-screen. O95372. recombinant LYPLA2, FP-Rh probe fluorescence polarization. inhibition, % at 5.9 µM. 0.38% of 320,000 active. AID 2177;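 active = inhibition above the screen-wide mean plus 3 SD, limit set per campaign, cut at about 26% in these data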;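 note: 0% = LYPLA2 with DMSO and 100% = wells lacking LYPLA2 enzyme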
PAFAH1B3 FP inh: PAFAH1B3 (human) inhibition; recombinant PAFAH1B3, FP-rhodamine probe, fluorescence polarization; inhibition, % at 3.39 µM; 0.28% of 340,000 active;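 active = inhibition above the screen-wide average of all tested compounds plus 3 SD, cut at about 25% in these data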;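 note: 0% = enzyme with DMSO only and 100% = wells lacking PAFAH1B3 protein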
PREPL inh: inhibitors of human prolyl oligopeptidase-like enzyme PREPL; 0.68% of 320,000 active; inhibition, % at 5.96 µM; Q4J6C6; recombinant PREPL, fluorescence polarization activity-based probe; in the data active = inhibition above about 43%;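 note: 0% = enzyme with DMSO and 100% = wells lacking enzyme; many of its hits are not listed in these tables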
Target sequence (Q4J6C6 whole entry, looked up): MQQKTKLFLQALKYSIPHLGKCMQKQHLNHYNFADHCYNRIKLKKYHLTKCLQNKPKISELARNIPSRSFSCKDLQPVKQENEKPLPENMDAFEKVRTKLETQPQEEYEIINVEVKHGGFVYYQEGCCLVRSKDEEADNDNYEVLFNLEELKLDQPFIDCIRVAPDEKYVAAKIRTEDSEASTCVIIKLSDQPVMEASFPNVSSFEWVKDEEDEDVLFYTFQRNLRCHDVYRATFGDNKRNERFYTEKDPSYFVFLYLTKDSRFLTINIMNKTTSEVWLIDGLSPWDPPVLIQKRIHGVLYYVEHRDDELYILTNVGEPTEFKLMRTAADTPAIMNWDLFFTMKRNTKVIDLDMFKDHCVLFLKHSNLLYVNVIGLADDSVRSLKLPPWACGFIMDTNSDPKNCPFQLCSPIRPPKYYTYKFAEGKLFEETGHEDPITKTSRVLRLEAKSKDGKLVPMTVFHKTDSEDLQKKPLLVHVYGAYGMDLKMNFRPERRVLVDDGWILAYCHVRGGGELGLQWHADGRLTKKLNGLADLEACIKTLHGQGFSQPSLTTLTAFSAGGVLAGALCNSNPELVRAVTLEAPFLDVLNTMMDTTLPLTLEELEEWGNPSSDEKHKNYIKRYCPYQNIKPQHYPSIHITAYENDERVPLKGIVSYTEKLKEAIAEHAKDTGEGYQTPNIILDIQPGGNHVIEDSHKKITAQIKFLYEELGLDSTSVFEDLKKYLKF
ZTA DNA inh: ZTA (EBV) inhibition in EBNA-1 counter-screen; ZTA-DNA binding, fluorescence polarization; inhibition, % at 11 µM; 0.15% of 320,000 active; AID 2234; in the data active = inhibition above about 33%
LYPLA1 inh: blocks human lysophospholipase 1, a PME1 counter-screen; recombinant LYPLA1, FP-Rh probe fluorescence polarization; inhibition, % at 5.9 µM; 0.16% of 320,000 active;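 active = inhibition above the mean of all tested compounds plus 3 SD, set per campaign, cut at about 14% in these data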;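 note: inhibitors block serine hydrolase probe labeling of LYPLA1 so polarization falls; 0% = enzyme with DMSO and 100% = wells lacking LYPLA1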
Target sequence (O75608 whole entry, looked up): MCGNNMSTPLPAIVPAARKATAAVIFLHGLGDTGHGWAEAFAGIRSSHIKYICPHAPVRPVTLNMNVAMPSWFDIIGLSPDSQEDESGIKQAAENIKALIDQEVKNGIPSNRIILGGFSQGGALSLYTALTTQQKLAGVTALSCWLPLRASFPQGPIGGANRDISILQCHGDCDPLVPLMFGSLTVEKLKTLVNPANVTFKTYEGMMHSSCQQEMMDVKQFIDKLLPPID
EBNA-1 inhibitor: blocks EBNA-1 binding to DNA; 0.34% of 300,000 active; AID 1950; inhibition, % at 14.8 µM; EBNA-1 DNA binding, fluorescence polarization; in the data active = inhibition above about 28%
PAFAH2 FP inh: inhibitors of human PAFAH2; 0.99% of 340,000 active; recombinant PAFAH2, FP-rhodamine activity probe, fluorescence polarization; inhibition, % at 3.39 µM; Q99487;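 active = inhibition above the mean over all tested compounds plus 3 SD, cut at about 30% in these data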;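 note: inhibitors block probe labeling of enzyme so polarization drops; 0% = enzyme with DMSO and 100% = wells lacking PAFAH2 protein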
* marks the source's active call; other numbers are inactive results; x = no result given.

A first look:
entry	SMILES	EBNA-1 inhibitor	PAFAH1B3 FP inh	LYPLA2 inh	PREPL inh	PAFAH2 FP inh	LYPLA1 inh	ZTA DNA inh	pPAFAH inh	PAFAH1B2 inh
1	CC1CN(Cc2ccccc2)c2nc3c(c(=O)n(C)c(=O)n3C)n2C1 (centres undefined)	3	14	-4	26	2	1	-13	4	-1
2	Oc1ccc(C(=S)N2CCCCC2)cc1	-16	7	3	24	2	2	4	0	3

Results, from the start:
entry	SMILES	EBNA-1 inhibitor	PAFAH1B3 FP inh	LYPLA2 inh	PREPL inh	PAFAH2 FP inh	LYPLA1 inh	ZTA DNA inh	pPAFAH inh	PAFAH1B2 inh
1	CC1CN(Cc2ccccc2)c2nc3c(c(=O)n(C)c(=O)n3C)n2C1 (centres undefined)	3	14	-4	26	2	1	-13	4	-1
2	Oc1ccc(C(=S)N2CCCCC2)cc1	-16	7	3	24	2	2	4	0	3
3	Cc1c(C(=O)N2CCCCC2CCN2CCCC2=O)oc2c(F)cccc12 (centres undefined)	-9	-6	-6	17	-3	-3	5	-1	-5
4	CCOc1ccc(C(=O)NCc2cccnc2)cc1	5	6	5	-4	3	4	1	8	-1
5	CN(C)C(C(=O)NC1CCCCC1)c1ccc(Cl)cc1 (centres undefined)	-6	10	-2	15	1	0	-15	-3	7
6	O=C1CSC(c2cccnc2)N1Cc1ccc(Cl)cc1 (centres undefined)	-10	2	3	-1	2	-2	-6	-4	8
7	O=C(Cc1ccccc1)Nc1ccccc1Sc1ccccc1	-5	6	-9	-19	1	-4	-12	4	3
8	Cn1c(SCC(=O)NC2CCCC2)nnc1-c1ccncc1	4	4	-2	18	-4	-2	7	1	6
9	COc1ccc(C(=O)OCC(=O)Nc2ccc3[nH]c(=O)[nH]c3c2)cc1	-3	3	2	26	0	1	-8	1	0
10	S=c1[nH]nc(-c2ccc(Cl)cc2Cl)n1-c1ccc(Cl)cc1	-17	14	5	10	1	1	-6	-1	16
11	O=C(c1ccc(-n2cncn2)c([N+](=O)[O-])c1)N1CCN(S(=O)(=O)c2ccccc2F)CC1	-7	9	3	2	1	2	-5	-2	5
12	COc1ccc(-c2cnn3c4c(c(C)nc23)CCN4C2CCCC2)cc1OC	-10	4	1	5	-2	4	12	4	-1
13	OC1(c2ccc(OC(F)F)cc2)CSC(=Nc2cccnc2)N1C1CC1 (centres undefined)	-8	15	4	28	0	3	0	3	5
14	COc1cc(/C=C2\SC(=S)N(C(Cc3ccccc3)C(=O)O)C2=O)ccc1O (centres undefined)	-4	-133	-233	-252	-149	-109	14	-103	-158
15	CCOc1ccc(NC(=O)CSc2nnc(Cc3csc(C)n3)o2)cc1	7	-2	5	25	2	5	4	-3	2
16	CCOC(=O)N1CCN(Cc2nc(-c3cccc(C)c3)no2)CC1	-1	2	2	16	3	2	-15	4	1
17	COc1ccc(/C=C2\SC(=O)N(CCNC(=O)C3CCN(S(=O)(=O)c4cccs4)CC3)C2=O)cc1	3	1	-4	12	0	-7	6	6	-1
18	Cc1ccc(S(=O)(=O)CCC(=O)OC(C)C(=O)NC2CCCCC2C)cc1 (centres undefined)	1	3	-1	6	-2	-2	8	-1	3
19	O=C(Nc1ccc2c(c1)OCO2)C1Cc2ccccc2CN1S(=O)(=O)c1cccs1 (centres undefined)	1	3	1	0	9	-2	8	18	4
20	CC(C)NC(=O)CSc1nnc(-c2ccc(S(=O)(=O)N3CCCC3)cc2)n1CC1CCCO1 (centres undefined)	-3	3	5	-1	2	-2	10	4	3
21	COC(=O)c1ccc(CNC(=O)CNC(=O)c2sc3ccccc3c2Cl)cc1	6	-4	-12	-5	-10	-6	83*	6	-6
22	CCn1c(CSCc2ccc(F)cc2)nnc1SCC(=O)NCc1ccccc1	-8	2	6	-5	0	-3	3	4	30*
23	COc1cc(C(=O)NCCOc2ccccc2)c(Br)c(OC)c1OC	1	2	8	-4	6	-1	-3	4	6
24	COc1cc2nc(Cl)nc(N3CCN(C)CC3)c2cc1OC	-7	x	1	2	x	-1	-2	5	x
25	COc1ccc(-c2nn(-c3ccccc3)cc2/C=N/O)cc1	-7	5	-2	10	-1	-11	-7	-3	-2
26	CC(=O)Nc1ccc(C2Nc3cc(C)c(C)cc3NC3=C2C(=O)CC(C)(C)C3)cc1 (centres undefined)	5	-1	5	19	2	2	-1	3	4
27	O=C1c2ccccc2[C@@H]2C[C@@H](O)[C@H](Nc3ccccc3Cl)CCN12	x	3	x	x	3	x	x	6	-1
28	O=C(Nc1ccc2c(c1)OCCO2)C1CC1c1ccccc1 (centres undefined)	-2	7	-5	0	-2	-6	4	6	5
29	COC(=O)[C@]1(Cc2ccccc2)N[C@H](CN(C)C(=O)Nc2ccc(C(F)(F)F)cc2)[C@@H]2C(=O)N(Cc3ccccc3)C(=O)[C@@H]21	x	9	x	-6	7	x	x	4	15
30	OC(c1ccccc1)(c1ccccc1)C1CCN(C(=S)NC2CCCC2)CC1	9	3	-2	0	-3	-3	12	0	3
31	O=C(c1ccc(CS(=O)Cc2ccc(Cl)cc2)o1)N1CCN(c2ccccc2F)CC1 (centres undefined)	-4	8	7	3	13	-3	-1	24	7
32	CCCCSCCCNC(=O)Nc1ccc(C)c(C)c1	-4	4	6	-4	7	2	-5	2	2
33	COc1ccccc1CNC(=O)CN1C(=O)NC(c2ccccc2)(c2ccccc2)C1=O	x	5	x	-21	2	x	x	4	5
34	COc1ccc(C(CNC(=O)c2oc3cc(Br)ccc3c2C)N2CCCCC2)cc1 (centres undefined)	-7	3	0	-17	3	1	-16	6	-3
35	COc1ccc(NC(=O)c2sccc2SCc2cccc(C(F)(F)F)c2)cc1	3	-5	-11	10	4	-10	-11	4	2
36	COc1ccccc1NC(=O)C(C)OC(=O)COc1cccc2c1OC(C)(C)C2 (centres undefined)	10	8	2	-8	3	1	8	5	-2
37	COc1ccc(C2CC(c3ccccc3)Nc3nc(NS(C)(=O)=O)nn32)cc1 (centres undefined)	2	10	0	41	-7	0	16	2	2
38	CCCC1COC(Cn2cncn2)(c2ccc(C)cc2)O1 (centres undefined)	3	4	-4	-6	-1	1	-22	0	-2
39	Cc1cc(C)c(C#N)c(SCc2ccc(C(=O)O)cc2)n1	6	1	7	-3	11	3	-4	1	2
40	COc1ccc(OC)c(S(=O)(=O)NCc2csc(-c3ccccc3)n2)c1	11	13	8	-15	-4	5	-4	4	11
41	COc1cccc(S(=O)(=O)Nc2ccc3sc(C)nc3c2)c1	2	5	3	5	1	-1	16	-1	-5
42	CCCCOc1ccc(CCC(=O)N/N=C/c2ccco2)cc1	-2	2	9	0	-1	3	-5	7	6
43	COc1cccc(C(=O)NCCS(=O)(=O)N2CCCCCC2)c1	-2	12	-5	5	0	-1	-2	1	1
44	CCOc1ccccc1N1C(=O)CC(Sc2n[nH]c(-c3ccccc3)n2)C1=O (centres undefined)	-2	0	0	-5	-2	-2	-2	3	-4
45	COc1ccc(C)cc1NC(=O)Nc1cnccn1	1	4	-4	3	-4	0	-10	0	-3
46	Cc1ccccc1C(=O)Nc1c2c(nc3ccccc13)CCCC2	4	1	5	7	8	1	-9	1	2
47	CC1=CC2=NC(=O)/C(=C\c3cccn3CCOc3ccc(C)c(C)c3)C(=N)N2O1	3	-4	-33	-10	-8	-18	-4	-2	-5
48	COC(=O)c1ccc(COc2ccccc2/C=C(\C#N)C(=O)Nc2ccccc2C)cc1	2	3	-1	14	0	-1	-19	5	-2
49	COc1cc(O)c(C(CC(=O)N2CCOCC2)c2ccc3c(c2)OCO3)c(OC)c1 (centres undefined)	5	3	5	4	-2	2	-10	3	0
50	CCN(CC)C(=O)c1ccc2c(c1[N+](=O)[O-])C(=O)c1ccccc1C2=O	6	x	-6	-2	x	-3	-12	-1	x
51	CC(C)(CNc1ccc([N+](=O)[O-])cc1Cl)N1CCOCC1	0	8	-3	-3	6	-4	-8	9	3
52	COC(=O)CCC(=O)Nc1ccc(Cl)c(Cl)c1	-6	6	3	0	-1	-2	0	-2	-1
53	Clc1cccc(CSc2nc3ccncc3[nH]2)c1	-7	3	-2	1	14	-4	-4	6	6
54	CC(C)CNC(=O)CCc1c[nH]c2ccccc12	-1	-4	0	15	3	4	-7	4	1
55	O=C1CC2(CCN(C(=O)C3CC(=O)N(c4ccccc4)C3)CC2)Oc2ccccc21 (centres undefined)	1	0	6	11	17	1	-6	1	-1
56	Cc1cc(C)n(-c2ccc(NC(=O)C3CCCCN3C(=O)c3ccoc3C)cc2)n1 (centres undefined)	-2	7	2	-2	-3	0	-5	3	1
57	CCOC(=O)Cn1nnnc1C(CC)N(Cc1ccccc1)Cc1cc2cc(C)ccc2[nH]c1=O (centres undefined)	5	12	-1	3	2	-2	3	1	7
58	CCOc1ccc(N(CC(=O)NCc2ccc(OC)cc2)C(=O)CCC(=O)Nc2nccs2)cc1	7	12	4	-12	1	3	9	4	2
59	O=C(N/N=C/c1cccc(O)c1)c1cc(C2CC2)nc2ccccc12	-11	4	-5	8	-16	1	-15	-4	-4
60	Cc1c(C(=O)NNC(=O)c2cccnc2)cccc1[N+](=O)[O-]	x	5	x	18	-5	x	x	-4	3

Along the list, quoted from above:
pPAFAH inh, entries 52 to 60 → -2, 6, 4, 1, 3, 1, 4, -4, -4

Additional structures
entry	SMILES	EBNA-1 inhibitor	PAFAH1B3 FP inh	LYPLA2 inh	PREPL inh	PAFAH2 FP inh	LYPLA1 inh	ZTA DNA inh	pPAFAH inh	PAFAH1B2 inh
61	Cc1cc(C(=O)Nc2cccc(C(=O)O)c2)oc1C	2	-2	1	-1	6	-2	2	5	1
62	CC(C)n1c(SCC(N)=O)nc2c1c(=O)n(C)c(=O)n2C	0	3	0	12	-8	-2	-4	6	-2
63	Cc1oc2ccc(OCc3ccc(F)cc3Cl)cc2c1C(=O)O	7	7	0	-2	-7	2	10	-1	2
64	CC(Oc1ccccc1)c1nnc(N)s1 (centres undefined)	-12	1	2	11	-6	1	-12	3	3

Screening results: PubChem BioAssay, The Scripps Research Institute Molecular Screening Center

The list is partial, so the mix of outcomes need not match the whole.
